TDP1 cell CPT = growth inhibition of DT40 Tdp1-/-;hTDP1 cells with camptothecin (screen for TDP1 inhibitors) | 420,000 compounds, 12% hits | chicken DT40 Tdp1-/-;hTDP1 cells + 20 nM CPT, ATP luminescence, 48 h | Potency, µM (titrated, usually from 46.2 µM), inactives show top-dose activity change, negative = growth inhibition, usual class: inhibitors; also: nearly all actives have a fitted effect of over 55% in size
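Cell growth measured by CellTiter-Glo luminescence after a minimum 48 h, 37 C compound exposure with 20 nM CPT in Tdp1-knockout DT40 cells stably expressing hTDP1, seeded 400/well; qHTS titration format.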
TDP1 cell noCPT = qHTS for Inhibitors of human tyrosyl-DNA phosphodiesterase 1 (TDP1): qHTS in cells in absence of CPT; 420,000 compounds, 15% hits; Potency, µM (series often up to 46.2 µM), for the others: at the top dose activity change, negative = growth inhibition, most hits filed as inhibitors; DT40 Tdp1-/- hTDP1 cells, no CPT, ATP luminescence, 48 h; also: nearly all actives have a fitted effect of over 55% in size
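Chicken DT40 Tdp1-/- cells stably complemented with human TDP1 were seeded at 400 cells/well with DMSO in place of 20 nM camptothecin. After compound pinning, cells grew at least 48 hr at 37 °C; viability read by CellTiter-Glo luminescence.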
KAT2A inh = inhibitors of human GCN5L2 histone acetyltransferase; Q92830; GCN5L2 HAT assay, ThioGlo1 CoA-SH fluorescence; Potency, µM (series often up to 58.9 µM), without a hit: at the highest dose activity change, negative = inhibition, actives largely listed as inhibitors; 390,000 compounds, 0.21% hits
Target sequence (Q92830 whole entry, looked up): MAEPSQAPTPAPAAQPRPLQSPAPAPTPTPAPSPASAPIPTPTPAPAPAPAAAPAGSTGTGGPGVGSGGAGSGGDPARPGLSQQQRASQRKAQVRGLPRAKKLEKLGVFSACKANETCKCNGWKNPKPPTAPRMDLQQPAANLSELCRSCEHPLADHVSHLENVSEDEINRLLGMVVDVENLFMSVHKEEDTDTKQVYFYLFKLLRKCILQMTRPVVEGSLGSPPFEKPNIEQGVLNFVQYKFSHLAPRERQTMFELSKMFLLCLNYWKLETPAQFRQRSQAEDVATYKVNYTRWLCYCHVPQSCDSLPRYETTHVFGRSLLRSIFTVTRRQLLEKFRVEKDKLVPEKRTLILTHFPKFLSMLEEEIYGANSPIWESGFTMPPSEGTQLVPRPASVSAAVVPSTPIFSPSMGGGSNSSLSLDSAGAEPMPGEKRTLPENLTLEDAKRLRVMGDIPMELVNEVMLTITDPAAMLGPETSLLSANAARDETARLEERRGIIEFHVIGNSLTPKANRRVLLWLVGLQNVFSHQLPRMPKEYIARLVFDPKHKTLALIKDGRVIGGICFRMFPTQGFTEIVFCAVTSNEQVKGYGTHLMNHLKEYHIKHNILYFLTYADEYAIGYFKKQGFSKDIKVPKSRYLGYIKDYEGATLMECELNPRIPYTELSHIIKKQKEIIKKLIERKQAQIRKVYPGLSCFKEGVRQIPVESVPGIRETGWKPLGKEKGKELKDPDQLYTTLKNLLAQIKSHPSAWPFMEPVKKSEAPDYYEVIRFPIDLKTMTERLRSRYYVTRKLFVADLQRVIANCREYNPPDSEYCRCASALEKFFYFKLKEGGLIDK
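Free CoA generated was detected with ThioGlo1 (50uM) fluorescence at Ex340nm/Em540nm, read immediately and after 20 min at room temperature. Enzyme, 20 nM in HEPES pH 7.5 buffer, saw compounds 15 min before adding 75uM H3(1-25) peptide and 70uM acetyl-CoA.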
Starred values were filed as active, the others as inactive; ? = inconclusive; · = not tested or not shown; & = joins results of further samples; [ ] = remark or other dose. Calls follow the shape of the dose curve; as a rule, active = well fitted curve in the direction sought with a large enough effect; inconclusive = small, poorly fitted or top-dose-only effect, or another doubt; inactive = no such curve, though single readings can be large; an effect the other way counts as inactive or inconclusive. % is scaled to controls: 0 for no effect and ±100 for the full control effect; potency is read from the fitted curve at half-maximal effect. These rows are one share of the data; the hit share may differ from the screen's.

Start of the data: the first three compounds, ahead of the listing:
SMILES | TDP1 cell CPT | TDP1 cell noCPT | KAT2A inh
c1ccc(CCc2nc(-c3ccccc3)no2)cc1 | -4.4% | -9.6% | -3.7%
CC(C)C(c1nnnn1CC1CCCO1)N1CCN(C2CCCC2)CC1 (centres undefined) | -21.6% | -24.5% | -3.8%
CCCCS(=O)(=O)N1CCCC(C(=O)Oc2ccccc2)C1 (centres undefined) | -1.5% | -11.8% | -8.0%

The listing, repeating the preview:
SMILES | TDP1 cell CPT | TDP1 cell noCPT | KAT2A inh
c1ccc(CCc2nc(-c3ccccc3)no2)cc1 | -4.4% | -9.6% | -3.7%
CC(C)C(c1nnnn1CC1CCCO1)N1CCN(C2CCCC2)CC1 (centres undefined) | -21.6% | -24.5% | -3.8%
CCCCS(=O)(=O)N1CCCC(C(=O)Oc2ccccc2)C1 (centres undefined) | -1.5% | -11.8% | -8.0%
O=C(NC1CC1)c1ccccc1NC(=O)c1ccccc1OC(F)F | 4.9% | -9.0% | ·
CN(C)/C=N/c1sc2c(c1C#N)CCCCC2 | 6.2% | -4.3% | 4.0%
COc1ccc(-c2c(-c3cc(OC)cc(OC)c3)n(C)c3ccc(-c4cnc(N)nc4)cc23)cc1 | -25.9% | ? | -2.2%
COc1ccccc1CN1C[C@@H]2C[C@@H](c3ccccc3OC)N3CCC[C@@]23C1=O | 16.4µM* | ? | 3.9%
COC(=O)c1cc(OC)c(OC)cc1NC(=O)Cc1ccccc1[N+](=O)[O-] | ? | -9.6% | ?
OC1C2CCC(C2)C1CN1CCOCC1 (centres undefined) | -7.2% | -33.4% | ·
NC(=O)N1CC(O)CC1C(=O)Nc1ccc(Cl)c(Cl)c1 (centres undefined) | -4.2% | ? | -2.1%
Cc1ccc(Cc2c(-c3ccccc3)nc3ccc(Cl)cn23)cc1 | -24.5% | ? | ·
CCN(c1ccccc1)S(=O)(=O)c1ccc(C(=O)N2CCN(c3ccccc3)CC2)cc1 | ? | 20.6µM* | -6.2%
O=C(CCC(=O)N1CCN(c2cccc(Cl)c2)CC1)N1CCN(c2ccccc2)CC1 | 18.4µM* | 8.2µM* | -5.6%
COc1cccc(C(C)(O)c2nc(-c3ccc(C)c(C)c3)cs2)c1 (centres undefined) | ? | ? | ·
C/C(=N\NC(=S)NC1CCCCC1)c1cccc(Br)c1 | ? | 16.4µM* | -0.6%
O=C(CCN1C(=O)c2ccccc2S1(=O)=O)Nc1ccc2c(c1)OCCO2 | 4.9% | 4.7% | -3.3%
CN(C)c1ccc(/C=N/n2c(-c3cccnc3)n[nH]c2=S)cc1 | -4.2% | -7.3% | -11.6%
NC(=O)c1nsc(C(=O)N(CCCN2CCOCC2)C(C(=O)NC2CCCCC2)c2ccc(Cl)cc2)c1N (centres undefined) | 2.3% | 1.3% | -0.6%
CN(C)c1ccc(-c2cncnc2NCCN2CCOCC2)cc1 | 0.92µM* | 1.16µM* | -28.6%
CCCn1c2ccc(C)cc2c2nnc(SCCN3CCCCC3)nc21 | 18.4µM* | 20.6µM* | -17.5%&-11.9%
CCOc1ccc(Nc2cc3n(c(=O)n2)CCc2cc(OC)c(OC)cc2-3)cc1 | -16.4% | ? | -27.6%
Cc1cc(C)c2c(CCl)cc(=O)oc2c1 | 0.92µM* | 0.92µM* | -2.9%
Cc1ccc(/C=c2\sc3nc(-c4cccnc4)nn3c2=O)cc1 | ? | 29.1µM* | -8.3%
CCOC(=O)C1(C)CCN1C(=O)c1ccc(Cl)nc1 (centres undefined) | 7.3% | 1.4% | ·
CC(=O)N1CCN(C(=O)c2cc3c(s2)CCC(C)C3)CC1 (centres undefined) | -23.0% | -24.2% | 1.7%
Fc1ccc(C2=NOC(c3nnc(-c4ccccc4)o3)C2)cc1 (centres undefined) | -26.0% | ? | -13.9%
CNC(=S)N/N=C/c1c(Cl)cccc1Cl | ? | ? | -4.1%
CC(C)=CCc1cc(-c2oc3cc(O)cc(O)c3c(=O)c2O)ccc1O | ? | ? | ·
Cc1ccc2nc(NNC(=O)c3ccc4c(c3)OCCO4)sc2c1 | -21.1% | ? | -3.1%
COC(=O)N/N=C/c1cc(N=Nc2ccccc2)ccc1O | ? | ? | -15.3%
COc1ccc(-c2ccnc(SCC(=O)Nc3ccccn3)n2)cc1 | ? | 18.4µM* | -2.9%
CC1(C)C(=O)Nc2ccccc2N1C(=O)COC(=O)C1CCCCC1 | 3.6% | ? | -0.3%
CC1CCCCC12NC(=O)N(CC(=O)Nc1ccc3c(c1)OCO3)C2=O (centres undefined) | -11.4% | -7.3% | ·
COc1ccc(OC)c(Nc2nc(N)nc(CSc3nnc(N)s3)n2)c1 | -11.5% | -8.6% | 2.9%
CCOc1ccc(-c2nnc(SCc3nc4ccccc4[nH]3)n2N)cc1 | -19.9% | -1.7% | 7.0%
CCOC(=O)c1ccc(N2C(=O)C3CC=C(C)CC3C2=O)cc1 (centres undefined) | -3.5% | -12.8% | -21.8%
Cc1cc(C(=O)NC2Cc3ccccc3C2)c(C)o1 | -19.4% | ? | -3.0%
COc1ccccc1C1CCCN1Cc1nc(-c2cc3c(cc2Cl)OCO3)oc1C (centres undefined) | ? | ? | -8.0%
Cc1cccc(N(CC(=O)NC(C)C)C(=O)CCC(=O)Nc2ccccn2)c1 | -5.0% | -1.5% | -2.8%
COc1ccc(CNC(=O)Cn2c(SCC(=O)Nc3ccc(OC)cc3)nc3ccccc32)cc1 | ? | ? | -2.9%
CCOC(=O)N1CCN(S(=O)(=O)c2cc3c(cc2C)NC(=O)CO3)CC1 | 5.3% | -22.2% | -1.5%
CCc1cccc(CC)c1NC(=S)N(CCN(C)C)C(C)c1cccnc1 (centres undefined) | -12.1% | -5.5% | -0.6%
CCN(CC(=O)NC1CCS(=O)(=O)C1)S(=O)(=O)c1ccc2ccccc2c1 (centres undefined) | -26.7% | -23.1% | 2.5%
COc1ccc(NC(=O)C2CCN(S(=O)(=O)c3ccc4[nH]c5c(c4c3)CCCCC5)CC2)cc1 | ? | ? | 20.7%
COc1ccc2oc(=O)c(-c3nc(C)cs3)cc2c1 | -19.6% | -20.7% | -4.7%
CC(=O)c1ccc(Nc2cc(C)nc3nc(C)nn23)cc1 | -25.3% | -12.5% | 0.4%
O=C(COc1ccccc1)Nc1ccc(S(=O)(=O)N(Cc2ccccc2)c2ccccc2)cc1 | ? | 14.6µM* | -13.0%
CCc1nnc(NS(=O)(=O)c2ccc(NS(=O)(=O)c3ccccc3[N+](=O)[O-])cc2)s1 | -14.3% | 12.9% | 1.6%
CC1=C(C(=O)Nc2ccccc2)C(c2ccccn2)n2nc(SCc3ccccc3Cl)nc2N1 (centres undefined) | ? | ? | -2.3%
COc1cc(OC)cc(-c2c(C#Cc3ccsc3)c3cc(-c4cnc(OC)nc4)ccc3n2C)c1 | 16.4µM* | ? | -8.7%
The list continues:
SMILES | TDP1 cell CPT | TDP1 cell noCPT | KAT2A inh
CCOC(=O)[C@@H]1[C@H]2COc3cc(OC)ccc3[C@@H]2N2C(=O)N(c3cccc(C)c3)C(=O)[C@@]12C | -19.9% | -25.7% | 2.1%
CSc1ccc(/C=N/n2nnnc2N)cc1 | -0.3% | 0.0% | 2.1%
Cc1cccc(OCC(=O)NCC(=O)N/N=C/c2cc(Br)cc(Br)c2O)c1 | ? | ? | -16.4%
O=C(N/N=C/c1ccc([N+](=O)[O-])o1)c1cc(-c2ccncc2)nc2ccccc12 | 7.08µM* | 3.16µM* | ?
CC(C)Oc1ccc(CNC(=O)C2CCCN(S(=O)(=O)N3CCOCC3)C2)cc1 (centres undefined) | -12.4% | -19.7% | -2.0%
CN(Cc1ccccc1)C(=S)NC(=O)C1CCCCC1 | -10.8% | -20.7% | 6.4%
COCCNC(=S)N/N=C/c1ccc(OCc2ccc(C(=O)OC)cc2)c(OC)c1 | ? | 23.1µM* | -9.4%
Cc1csc(NC(=O)Cc2ccc(F)cc2)n1 | 9.0% | -6.5% | -0.4%
CCN=C1S/C(=C\c2cc(Br)c(O)c(OC)c2)C(=O)N1CC | -25.9% | -0.1% | -2.5%
Cc1ccc(-c2nn3c(C)nnc3c3ccccc23)cc1S(=O)(=O)NCC(C)O (centres undefined) | ? | -58.8% | -8.1%
CCCOC(=O)c1ccc(Nc2c(C(=O)OCC)cnc3c(C)cc(Cl)cc23)cc1 | -3.8% | -27.3% | -10.7%
COC(=O)c1cccc(N(CC(=O)NC2CCCC2)C(=O)CNC(=O)c2cccs2)c1 | 4.8% | 2.6% | 0.0%
CC(=O)N1N=C(c2ccc(C(C)(C)C)cc2)OC1(C)C | 14.6µM* | 10.3µM* | -12.2%
O=C(CSc1ccc2nnc(-c3cccnc3)n2n1)NCc1ccco1 | -10.0% | -7.9% | -6.8%
CN(C(=O)COC(=O)CNC(=O)C1CCCCC1)c1ccccc1 | -2.2% | 9.7% | -0.3%
CC1=C(C(=O)OC2CCCCC2)C(c2ccc(F)cc2)NC(=O)N1 (centres undefined) | 9.9% | ? | 2.9%
O=C(NC1CC2CCC(C1)N2Cc1ccccc1)c1cccc(F)c1 (centres undefined) | -12.4% | -26.1% | 2.7%
Fc1ccc(C(c2nnnn2Cc2ccccc2)N2CCSCC2)cc1 (centres undefined) | -6.8% | -17.2% | -2.1%
CCc1noc(C)c1C(=O)N1CCCC(C(=O)c2cc(F)ccc2F)C1 (centres undefined) | 2.7% | -21.8% | 14.8%
COc1cccc(-c2cc(C(=O)Nc3nc4ccccc4s3)c3ccccc3n2)c1 | 16.4µM* | 25.9µM* | -3.9%
O=C(c1ccccc1)n1ccn(-c2ccccc2)c1=S | -12.0% | -18.4% | -3.7%
CC(C)(C)NC(=O)CSc1nc2[nH]ncc2c(=O)[nH]1 | 5.7% | 3.3% | -9.9%
O=C(NCCn1cccn1)C1CCC(=O)N(CCc2cccc(F)c2)C1 (centres undefined) | -2.1% | 18.9% | -1.3%
COc1ccc(C(=O)N/N=C(\CCC(=O)O)c2ccc(C(C)(C)C)cc2)cc1OC | 2.7% | -0.4% | -2.2%
COCCNC(=O)c1cccc(C)c1[N+](=O)[O-] | 3.8% | -6.0% | 0.2%
COc1cccc(CNC(=O)c2nnn(CC(=O)Nc3cc(C)ccc3C)c2N)c1 | -3.6% | 8.0% | -12.3%
CC#CC(=O)N1CCC(CCC(=O)N(C)Cc2ccccc2)CC1 | 47.4%[activator] | 16.6% | -1.9%
O=C(/C=C\Nc1ccccc1Br)c1ccc2c(c1)OCO2 | -26.3% | ? | -15.5%
COc1ccc(Oc2ncc3nc(-c4cn(C)c5ccccc45)c(=O)n(CCC#N)c3n2)cc1 | -1.4% | 2.9% | -23.4%
O=C(Nc1nc(-c2cccs2)cs1)c1ccc(Cl)cc1 | 25.9µM* | 14.6µM* | -6.1%
Cc1ccc(S(=O)(=O)NCCCn2ccnc2)cc1 | 2.0% | 2.0% | 0.7%
Cc1cc(C)cc(OCc2nnc(SCC(=O)OC3CCCCC3)o2)c1 | -2.2% | -0.3% | -4.0%
CCOc1ccc(NC(=O)NC2(C(=O)NCc3ccco3)CCCCC2)cc1 | 25.5% | -9.1% | 1.2%
O=C(O)c1ccncc1 | 0.4% | 6.1% | -15.7%
CC(C(=O)N1CCN(Cc2ccccc2)CC1)n1ncn2cccc2c1=O (centres undefined) | -4.4% | -3.1% | -6.0%
OCC1OC(n2ccc3c(NO)ncnc32)C(O)C1O (centres undefined) | 0.146µM* | 0.146µM* | ·
O=C(Nc1ccccc1O)c1csc2c1CCCC2 | ? | ? | 0.0%
O=C(NCc1ccc2c(c1)OCO2)c1ccc(-c2ccc(Cl)cc2)o1 | 3.2% | -15.4% | -2.1%

Compound profiles (already shown). Order of screens: TDP1 cell CPT	TDP1 cell noCPT	KAT2A inh
Profile of CN(C)c1ccc(-c2cncnc2NCCN2CCOCC2)cc1 → 0.92µM*	1.16µM*	-28.6%
Profile of OCC1OC(n2ccc3c(NO)ncnc32)C(O)C1O (centres undefined) → 0.146µM*	0.146µM*	·

Looked up above.
`Cc1cccc(N(CC(=O)NC(C)C)C(=O)CCC(=O)Nc2ccccn2)c1` in TDP1 cell CPT → -5.0%
`NC(=O)N1CC(O)CC1C(=O)Nc1ccc(Cl)c(Cl)c1` (centres undefined) in TDP1 cell CPT → -4.2%
`CCOc1ccc(NC(=O)NC2(C(=O)NCc3ccco3)CCCCC2)cc1` in TDP1 cell noCPT → -9.1%
`Cc1cc(C)c2c(CCl)cc(=O)oc2c1` in KAT2A inh → -2.9%
`CCCOC(=O)c1ccc(Nc2c(C(=O)OCC)cnc3c(C)cc(Cl)cc23)cc1` in KAT2A inh → -10.7%
`CCCCS(=O)(=O)N1CCCC(C(=O)Oc2ccccc2)C1` (centres undefined) in TDP1 cell noCPT → -11.8%
